mABHD4 FP: ABHD4 (mouse) inhibition, primary FP screen | Q8VD66 | purified mABHD4, FP-Rh probe fluorescence polarization | inhibition, % at 8.92 µM | 370,000 tested, 0.54% active | AID 720543;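 active = inhibition exceeding the mean over every tested compound plus 3 SD, cut at about 30% in these data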;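 note: 0% = plate median of compound wells and 100% = S159A mutant with DMSO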
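Assay system: mABHD4 protein; medium: HEPES pH 7.0, NaCl, Pluronic buffer; dosing: 8.92 µM, single dose; schedule: 45 min + 60 min at 25 °C; signal: FP readout, ex 525 nm / em 598 nm; read-out: normalized percent inhibition of probe labeling; repeats: single replicate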
ASAP1 GAP inh: blocks human ASAP1-stimulated Arf1 GTP hydrolysis; GDP FP detection; inhibition, % at 16.5 µM; 360,000 tested, 0.19% active; Q9ULH1; AID 624377; in the data active = inhibition above about 25%;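 note: 0% = vehicle with enzyme and substrate and 100% = no enzyme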
HTRA1 inhibitor: blocks human HTRA1 serine peptidase | Q92743 | recombinant HTRA1, FP-rhodamine activity-based probe, fluorescence polarization | inhibition, % at 5.96 µM | 340,000 tested, 0.5% active | AID 504803; in the data active = inhibition above about 36%;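 note: 0% = enzyme with DMSO and 100% = wells lacking enzyme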
ARFGAP1 inhibitor: inhibits rat ARF GTPase activating protein 1 | Arfgap1-stimulated ARF1 GTP hydrolysis, GDP FP detection | inhibition, % at 16.5 µM | 360,000 tested, 0.26% active;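 active = inhibition above a per-plate limit, mean inhibition of low control wells plus 3 SD, cut at about 25% in these data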;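 note: 0% = DMSO wells with enzyme and 100% = wells lacking Arfgap1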
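material = rat Arfgap1 catalytic domain, aa 1-136 | also added = human ARF1(Δ1-17)-GTP substrate | compound dosing = one concentration, 16.5 µM, DMSO 1.26% | times = GTP hydrolysis reaction 2 h at 25 °C | measured by = FP, GDP Alexa 633 tracer displaced from anti-GDP antibody, 620/688 nm | evaluation = percent inhibition of Arfgap1-stimulated GTP hydrolysis | replication = single well per compound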
NPR2 activator: GC-B (human) receptor activation. activation, % at 10 µM. HEK293-GC-B cells, CNP EC30, cGMP TR-FRET; 0% at EC30 CNP, 100% saturating CNP. 370,000 tested, 0.11% active;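 active = activation at 10 µM reaching about 35% in either raw or pattern-adjusted values, limit read from the data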
NR1D1 modulator: Rev-erb alpha (human) modulation; P20393; Rev-erbα–FITC-DNA binding, fluorescence polarization, 90 min; activity, % at 10 µM; 370,000 tested, 0.79% active;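 active = activity above about 14%, limit read from the data; passing the limit was not always enough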;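 note: 0% = DMSO wells with 35 nM protein and 100% = DMSO wells with 750 nM protein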
rCAG RNA binder: r(CAG) repeat RNA binding; inhibition, % at 3 µM; 370,000 tested, 1.3% active; TO-PRO-1 dye displacement fluorescence;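 active = inhibition above the plate cutoff, the mean of all test compounds on that plate plus 3 SD, cut at about 35% in these data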;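 note: 0% = DMSO alone and 100% = 100 µM mitoxantrone as full dye displacement; higher means more dye released from RNA so lower well fluorescence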
NPR1 activator: GC-A (human) enzyme activation; HEK293 GC-A cells, cGMP TR-FRET, EC30 ANP; 0% at EC30 ANP, 100% saturating ANP; activation, % at 10 µM; 370,000 tested, 0.14% active; in the data active = activation above about 40%
Target sequence (P16066 whole entry, looked up): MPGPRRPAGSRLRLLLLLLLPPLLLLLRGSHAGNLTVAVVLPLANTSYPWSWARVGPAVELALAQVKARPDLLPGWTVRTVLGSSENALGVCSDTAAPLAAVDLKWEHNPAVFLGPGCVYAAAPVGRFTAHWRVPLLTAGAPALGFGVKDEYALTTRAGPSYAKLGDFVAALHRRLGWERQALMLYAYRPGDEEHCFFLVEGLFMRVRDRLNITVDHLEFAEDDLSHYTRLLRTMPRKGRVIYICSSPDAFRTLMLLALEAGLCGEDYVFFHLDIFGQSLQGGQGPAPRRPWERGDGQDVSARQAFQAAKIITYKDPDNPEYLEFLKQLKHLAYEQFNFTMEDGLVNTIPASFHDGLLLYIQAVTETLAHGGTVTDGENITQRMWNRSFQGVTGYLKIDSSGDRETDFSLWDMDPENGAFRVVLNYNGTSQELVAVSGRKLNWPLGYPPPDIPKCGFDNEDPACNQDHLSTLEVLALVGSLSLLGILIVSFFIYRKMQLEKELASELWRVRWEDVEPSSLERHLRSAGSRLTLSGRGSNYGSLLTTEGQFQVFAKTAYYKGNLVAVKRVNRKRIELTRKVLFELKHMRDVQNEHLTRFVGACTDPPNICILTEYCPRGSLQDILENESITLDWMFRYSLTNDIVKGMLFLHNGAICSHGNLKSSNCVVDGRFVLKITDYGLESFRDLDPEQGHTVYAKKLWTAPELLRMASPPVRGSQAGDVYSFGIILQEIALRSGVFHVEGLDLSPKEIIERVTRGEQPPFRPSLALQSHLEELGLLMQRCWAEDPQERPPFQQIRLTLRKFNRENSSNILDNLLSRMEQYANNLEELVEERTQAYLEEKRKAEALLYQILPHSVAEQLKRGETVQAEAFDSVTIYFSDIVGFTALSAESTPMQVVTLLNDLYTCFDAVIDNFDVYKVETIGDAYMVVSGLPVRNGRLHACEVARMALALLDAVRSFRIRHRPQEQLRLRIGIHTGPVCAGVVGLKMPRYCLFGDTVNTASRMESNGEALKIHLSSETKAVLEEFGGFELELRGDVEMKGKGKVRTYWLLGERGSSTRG
PG9 Ab binder: binds the HIV-1 gp120 antibody PG9 | inhibition, % at 6.7 µM | TR-FRET gp120-PG9 antibody binding | 360,000 tested, 0.43% active; in the data active = inhibition above about 8.5%
SMARCA2 act: SMARCA2 function activation, primary screen | activation, % at 9.1 µM | 370,000 tested, 1% active | MG213 cells, MMTV-luciferase reporter, dexamethasone, overnight; in the data active = activation above about 7.8%;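 note: 0% = vehicle wells and 100% = reference activator wells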
* marks the source's active call; other numbers are inactive results; · = not tested or not shown.

SMILES	mABHD4 FP	ASAP1 GAP inh	HTRA1 inhibitor	ARFGAP1 inhibitor	NPR2 activator	NR1D1 modulator	rCAG RNA binder	NPR1 activator	PG9 Ab binder	SMARCA2 act
O=C(CNc1ccccc1F)Nc1cccc2ccccc12	-1.1	-0.6	-10.8	9.9	-1.1	2.2	4.0	1.0	-1.8	-1.3
COCCNC(=O)CCCN1C(=O)c2ccccc2Sc2ncccc21	-1.9	0.6	1.4	-4.1	-2.1	3.2	1.0	1.1	-2.5	-0.9
CN1CCN(c2c(/C=N/O)c3ccccc3n2C)CC1	-0.6	3.5	4.8	12.2	1.3	-0.3	2.2	-9.7	-5.1	-0.3
Cc1ccc(C(=O)NCCNc2ccc([N+](=O)[O-])cc2C(F)(F)F)cc1	-2.1	-6.0	-14.6	-6.5	-5.0	-3.6	1.4	-5.0	0.2	-3.1
CCC(C)Nc1nc2ccccc2n2c(C)nnc12 (configuration not stated)	-2.6	-15.8	1.9	8.3	22.4	3.2	-3.8	15.7	-2.1	-0.8
CC1(C(=O)OCC(=O)Nc2ncc(Cl)cc2Cl)CC1(Cl)Cl (configuration not stated)	6.1	-7.6	4.6	3.7	-3.0	-5.2	-1.3	1.8	0.3	-0.5
O=Cc1sc(Nc2ccccc2)nc1Cl	-2.5	-4.2	-8.5	3.0	1.8	1.9	1.2	2.5	-1.4	-0.2
O=C1c2ccccc2NC(c2ccccc2O)N1c1ccc(F)cc1 (configuration not stated)	-3.2	12.0	-0.3	11.8	-14.2	-0.9	-1.7	-37.9	-0.1	-0.2
Cc1ccc(CNC(=O)CN(C(=O)C2(C)CC(=O)N=C3C=CC=CN32)c2ccc(F)cc2)cc1 (configuration not stated)	2.7	-7.9	5.9	-0.1	2.2	2.5	-3.7	2.2	2.0	-1.2
CC[C@@]1(C(=O)OC)N[C@H](CN(C)C(=O)c2ccccc2)[C@@H]2C(=O)N(C)C(=O)[C@@H]21	-2.3	5.0	5.1	-5.4	-0.4	3.3	3.0	3.4	-1.4	-3.8
Cc1cccc(NC(=O)c2cnc3scc(C)n3c2=O)c1	-2.0	11.4	2.0	8.8	-5.3	12.1	2.2	3.1	-0.1	4.7
CC(C)CC(=O)N1CCN(C(=O)c2ccc(F)cc2)CC1	-4.9	6.9	3.4	0.4	1.2	6.1	-2.3	0.7	-2.1	-3.1
Cc1ccc(C)c(NC(=O)CCCCCCCCCCC2COCCO2)c1 (configuration not stated)	-0.1	-6.1	-9.2	3.4	2.0	-2.2	-1.1	3.0	-0.8	-1.3
CCOC(=O)N1c2ccccc2Sc2ccccc21	0.6	-4.7	-5.4	12.2	-1.3	7.6	-5.5	-3.1	-1.7	-1.8
O=C(NCc1ccco1)c1cccc(Nc2nc3ccc(Br)cc3[nH]2)c1	7.2	17.1	5.9	-2.3	7.9	3.1	9.9	0.6	0.2	-0.7
COc1ccc(-n2nc(C(=O)NCC(=O)N3CCCC3)c3ccccc3c2=O)cc1Cl	-2.1	-7.4	3.9	-1.4	-4.8	3.5	-0.7	2.8	-1.0	-2.8
Nc1ccccc1-c1ccc(Cl)cc1	-3.9	-11.1	1.0	9.6	-1.4	-6.8	3.6	4.6	1.4	0.2
CC(=O)Nc1cccc(Nc2cnccn2)c1	-2.2	-8.2	·	11.8	-1.6	6.7	0.8	-4.1	-1.8	-1.4
Cc1nc2ccccc2n1CC(O)COC1CCCCC1 (configuration not stated)	·	·	3.6	·	1.6	-0.7	·	2.3	·	·
O=C(Nc1ccccc1N1CCN(C(=O)c2ccc(Cl)cc2)CC1)c1ccc(Br)cc1	-3.2	-4.5	-44.4	-3.6	-3.5	2.3	1.5	-6.3	-1.5	3.0

Reprinted at random: 2 records from the list.
SMILES	mABHD4 FP	ASAP1 GAP inh	HTRA1 inhibitor	ARFGAP1 inhibitor	NPR2 activator	NR1D1 modulator	rCAG RNA binder	NPR1 activator	PG9 Ab binder	SMARCA2 act
CC[C@@]1(C(=O)OC)N[C@H](CN(C)C(=O)c2ccccc2)[C@@H]2C(=O)N(C)C(=O)[C@@H]21	-2.3	5.0	5.1	-5.4	-0.4	3.3	3.0	3.4	-1.4	-3.8
Cc1nc2ccccc2n1CC(O)COC1CCCCC1 (configuration not stated)	·	·	3.6	·	1.6	-0.7	·	2.3	·	·

Shown with values under each structure: entries from further up
Second line of a record: mABHD4 FP | ASAP1 GAP inh | HTRA1 inhibitor | ARFGAP1 inhibitor | NPR2 activator | NR1D1 modulator | rCAG RNA binder | NPR1 activator | PG9 Ab binder | SMARCA2 act
Cc1ccc(C(=O)NCCNc2ccc([N+](=O)[O-])cc2C(F)(F)F)cc1
    -2.1 | -6.0 | -14.6 | -6.5 | -5.0 | -3.6 | 1.4 | -5.0 | 0.2 | -3.1
CCC(C)Nc1nc2ccccc2n2c(C)nnc12 (configuration not stated)
    -2.6 | -15.8 | 1.9 | 8.3 | 22.4 | 3.2 | -3.8 | 15.7 | -2.1 | -0.8
CC1(C(=O)OCC(=O)Nc2ncc(Cl)cc2Cl)CC1(Cl)Cl (configuration not stated)
    6.1 | -7.6 | 4.6 | 3.7 | -3.0 | -5.2 | -1.3 | 1.8 | 0.3 | -0.5
O=Cc1sc(Nc2ccccc2)nc1Cl
    -2.5 | -4.2 | -8.5 | 3.0 | 1.8 | 1.9 | 1.2 | 2.5 | -1.4 | -0.2

Following part.
SMILES	mABHD4 FP	ASAP1 GAP inh	HTRA1 inhibitor	ARFGAP1 inhibitor	NPR2 activator	NR1D1 modulator	rCAG RNA binder	NPR1 activator	PG9 Ab binder	SMARCA2 act
NNC(=O)C1CC1c1ccccc1 (configuration not stated)	0.3	-0.5	-12.9	8.1	3.9	6.3	-1.3	2.2	-0.1	0.1
CC1CN(C(=O)COC(=O)CSc2ccc([N+](=O)[O-])cc2)CC(C)O1 (configuration not stated)	5.5	0.1	-3.5	11.0	-2.6	-2.6	-0.9	4.4	-2.0	1.6
CC(C)(C)C(=O)C(Cc1ccccc1)n1cncn1 (configuration not stated)	1.7	7.8	-2.9	8.6	2.7	-0.5	1.3	-1.5	-0.4	-3.6
Cn1nc(NC(=O)C(F)(F)F)c2nccnc21	1.6	-5.9	3.4	-10.8	3.4	3.0	1.0	-1.1	-0.2	-6.4
COc1cc(/C=C2\SC(N)=NC2=O)cc(Br)c1O	-0.2	0.4	-3.8	7.9	-4.8	8.4	-16.4	-5.8	-23.5	-2.0
CCSc1nnc(NC(=O)Nc2cccc(C)c2)s1	-8.8	7.2	-32.1	0.1	-2.1	4.9	56.3*	5.2	-0.9	0.6
COc1cccc(CNc2nc3ccccc3n2CCN2CCCCC2)c1OC	8.2	-8.9	-1.1	2.1	-1.6	-2.9	-6.0	-5.5	-3.9	-0.6
O=S1(=O)CC(N2CCCC2)CN1C1CCCCC1 (configuration not stated)	4.8	8.1	·	-4.6	4.8	-2.5	3.1	1.2	1.9	0.3
CC(C)CCC(C)NC(=O)Cc1ccc(S(=O)(=O)N2CCOCC2)s1 (configuration not stated)	-10.3	3.8	4.5	13.8	1.6	3.0	-6.1	1.4	-0.4	-1.7
COc1ccc(NC(=O)NC23CC4(C)CC(C)(CC(C)(C4)C2)C3)cc1OC	12.9	2.7	-1.9	-1.8	5.0	7.6	8.2	1.9	-0.4	-1.4
CCOC(=O)CNc1nc(Cl)nc(Nc2ccc(Cl)cc2)n1	-0.2	-16.8	-16.7	2.9	-0.1	5.1	-1.5	0.4	-2.2	0.6
Fc1ccccc1Cc1noc(CN2CCN(C/C=C/c3ccccc3)CC2)n1	-3.8	8.8	-3.7	-7.9	1.6	2.0	-9.5	-0.4	-0.5	1.6
COc1ccc(Cn2nnc3c(=O)[nH]c(C4CCN(C(=O)c5ccccc5Cl)CC4)nc32)cc1	-3.3	2.6	-1.0	-4.1	12.2	-2.6	1.9	13.7	-0.2	2.3
CNS(=O)(=O)c1cn(CC(=O)NCc2ccc(OC)cc2)cc1S(=O)(=O)NC	-7.8	-17.5	5.7	-4.8	4.2	-3.1	2.7	1.2	-0.2	-0.8
COc1cc2[nH]c(=S)nc(NCc3ccccc3)c2cc1OC	-0.2	2.2	-2.6	1.9	-2.7	1.5	7.8	1.0	-2.2	-1.9
Cc1cc(C(=O)c2ccccc2)c(NC(=O)CCl)s1	-16.2	1.3	-13.2	-1.3	1.3	-1.0	-0.7	-23.2	1.0	4.0
Cc1cc(Cl)ccc1OCC(=O)NNC(=O)c1cnccn1	2.4	5.4	1.5	-7.2	1.6	-2.3	1.2	5.4	1.2	-0.4
COc1cccc(NC(=O)CSc2nnc(CNC(=O)c3ccco3)n2C)c1	7.6	12.3	-0.7	-6.0	-2.9	-4.6	0.7	2.1	1.7	-0.3
Cc1[nH]c(=O)c(C#N)c2c1CCCC2	8.3	1.4	7.1	8.3	1.2	7.8	1.7	1.6	-2.6	6.1
CC(C)NC(=S)NC(=O)c1ccc(-c2ccccc2)cc1	-15.0	9.5	-23.5	5.5	-1.1	3.1	4.3	-8.4	-0.1	-7.0
COc1cc(-c2nc(-c3ccccn3)no2)cc(OC)c1OC	2.9	1.9	-8.8	2.6	1.4	-1.3	-4.9	1.8	1.4	2.3
COc1ccc(Br)cc1S(=O)(=O)n1nc(C)cc1C	-1.5	-7.6	0.3	1.8	3.2	-1.0	-3.3	-2.7	-1.5	-0.3
Cc1cc(NS(=O)(=O)c2ccc(Br)s2)no1	-3.5	-0.9	-1.0	-1.2	2.0	-5.8	0.8	-3.6	1.9	-1.9
CN(C)CCN(CC1CCCN(Cc2ccccc2F)C1)C(=O)c1ccc(F)cc1 (configuration not stated)	-2.4	14.9	6.4	6.2	-0.9	0.0	-7.7	-3.2	-2.4	0.5
O=C(NNC(=O)c1cccs1)c1ccc(Cl)cc1	1.7	-3.4	-1.1	9.7	2.5	-5.0	-4.8	-1.4	-2.4	0.8
CCOC(=O)CNc1nc(C(C)(C)C)nc2c1nnn2Cc1ccccc1	-4.4	9.3	-18.0	-12.3	8.3	-3.4	1.2	0.4	-1.2	-1.4
COc1ccc(/C=N/NC(=O)c2nnn(-c3nonc3N)c2-c2cccs2)cc1OC	-9.4	15.4	-1.6	5.9	-5.2	-4.8	6.5	2.2	-2.4	-1.4
CCCCC(=O)N[C@H]1CC[C@@]23CCCN2C(=O)CCC[C@H]3[C@H]1CCC	4.2	·	·	·	-3.2	-8.0	·	-4.5	·	·
COc1ncnc2c1N=C1CC(C)(C)CC(N)=C1S2	25.0	-11.7	11.1	-5.1	-3.5	6.0	-22.1	-10.0	-14.3	1.4
O=C(c1cc(-c2cccs2)nc2ccccc12)N1CCN(S(=O)(=O)c2ccccc2)CC1	3.1	6.0	-34.5	3.7	-0.5	-1.9	6.1	-2.6	1.3	-1.1
CCc1nc(NCCCCCO)c2nnn(Cc3ccccc3F)c2n1	-2.5	2.5	-5.5	-2.1	10.7	-0.5	-0.3	10.7	1.2	1.9
Cn1c(N)c(C(=O)NCc2ccccc2)sc1=S	5.1	-0.3	-5.0	13.9	7.8	-5.7	-0.5	-1.4	-3.0	2.9
CC(C)(C)NC(NC(=O)Cc1ccccc1)C(Cl)(Cl)Cl (configuration not stated)	5.8	-2.9	-5.7	-14.7	-2.5	1.6	-2.1	-2.3	0.1	-2.1
